HCMV inh: human cytomegalovirus inhibition; HFF cells, HCMV-luciferase reporter, 72 h; active compounds read low; activity change, negative = inhibition, % at 57.5 µM; 410,000 compounds, 4.5% hits; in the data active = activity change below about -60%; inconclusive = no clear call, values can overlap the other calls; inactive = above about -39%
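After 16 h attachment at 37C, HFF cells received test compound and HCMV-luciferase (1 PFU/cell); reporter luminescence read 72 h later, data normalized against buffer-only and known inhibitor Salinomycin.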
AMA1-RON2 inh: AMA1-RON2 (P. falciparum) interaction inhibition. AlphaScreen AMA1-biotinylated RON2 peptide binding. AID 720542. 360,000 compounds, 0.2% hits. Potency, µM (titrated, usually from 58.2 µM), for the others: at the top dose activity change, negative = inhibition, most hits filed as inhibitors;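 also: potency is read from the fitted curve at half-maximal effect; 0% = vehicle wells and -100% = peptide control; nearly all actives have a fitted effect of over 45% in size; some results filed as inactive show a strong effect at the top dose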
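AMA1 (3D7) with his tag at 25 nM final met compounds first, then biotinylated RON2 peptide at 25 nM; detection used donor plus acceptor beads, 10 µg/mL apiece, read by AlphaScreen after 30 min at room temperature.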
Sm TGR inh: inhibitors of Schistosoma mansoni thioredoxin glutathione reductase | Q962Y6 | purified TGR, DTNB reduction, TNB absorbance 405 nm | Potency, µM (titrated, usually from 114 µM), without a hit: at the highest dose activity change, negative = inhibition, most hits filed as inhibitors | 360,000 compounds, 3% hits | AID 485364; also: potency is read from the fitted curve at half-maximal effect; nearly all actives have a fitted effect of over 60% in size
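Kinetic colorimetric format: TGR-catalysed, NADPH-driven DTNB reduction monitored via TNB absorbance. Enzyme dispensed at 20 nM; compound exposure 15 min at room temperature before reaction start.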
HCV inh: HCV inhibition; 340,000 compounds, 3.4% hits; Huh7.5.1 HCVcc-Cre infection, luciferase reporter, 44 h; AID 651820; Potency, µM (titrated, usually from 41.8 µM), without a hit: top-dose activity change, negative = inhibition, usual class: inhibitors; also: potency is read from the fitted curve at half-maximal effect
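1,000 cells/well; 4 h culture; + compound; + HCVcc-Cre (~0.5 moi); 44 h; luciferase substrate, RT 15 min; read 15 sec.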
AmpC inh detg: AmpC beta-lactamase inhibition with detergent present; AmpC hydrolysis of nitrocefin, absorbance 480 nm, 0.01% Triton; 370,000 compounds, 0.041% hits; AID 485294; Potency, µM (series often up to 114 µM), without a hit: at the highest dose activity change, negative = inhibition, hits mostly inhibitors;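 also: potency is read from the fitted curve at half-maximal effect; 0% = no-compound wells and -100% = no-enzyme wells; nearly all actives have a fitted effect of over 25% in size; some results filed as inactive show a strong effect at the top dose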
Target sequence (P00811 whole entry, looked up): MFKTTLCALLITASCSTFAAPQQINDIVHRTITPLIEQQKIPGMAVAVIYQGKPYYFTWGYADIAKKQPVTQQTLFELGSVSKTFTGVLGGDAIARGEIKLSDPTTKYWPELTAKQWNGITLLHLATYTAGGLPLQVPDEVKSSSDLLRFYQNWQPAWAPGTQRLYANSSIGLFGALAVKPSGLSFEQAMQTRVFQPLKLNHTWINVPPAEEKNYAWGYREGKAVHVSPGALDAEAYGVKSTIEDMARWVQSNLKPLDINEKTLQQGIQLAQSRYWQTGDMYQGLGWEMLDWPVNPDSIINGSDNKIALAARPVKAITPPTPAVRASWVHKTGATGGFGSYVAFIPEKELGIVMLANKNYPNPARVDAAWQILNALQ
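20 mM phosphate pH 7.0 + 0.01% (detergent screen) or 0.0001% Triton X-100; 5.3 nM AmpC reagent; cpd preinc 15 min RT; nitrocefin (800 uM stock) to start; A480 q20 s × 4 min; Activity was normalised to no-enzyme and no-compound control wells.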
FBPA Giardia inh: blocks Giardia fructose-bisphosphate aldolase activity; A8B2U2; purified Giardia FBPA; Potency, µM (titrated, usually from 59.6 µM), without a hit: top-dose activity, negative = inhibition, usual class: inhibitors; 290,000 compounds, 0.71% hits; AID 2451; also: potency is read from the fitted curve at half-maximal effect; nearly all actives have a fitted effect of over 55% in size
Target sequence (A8B2U2 whole entry, looked up): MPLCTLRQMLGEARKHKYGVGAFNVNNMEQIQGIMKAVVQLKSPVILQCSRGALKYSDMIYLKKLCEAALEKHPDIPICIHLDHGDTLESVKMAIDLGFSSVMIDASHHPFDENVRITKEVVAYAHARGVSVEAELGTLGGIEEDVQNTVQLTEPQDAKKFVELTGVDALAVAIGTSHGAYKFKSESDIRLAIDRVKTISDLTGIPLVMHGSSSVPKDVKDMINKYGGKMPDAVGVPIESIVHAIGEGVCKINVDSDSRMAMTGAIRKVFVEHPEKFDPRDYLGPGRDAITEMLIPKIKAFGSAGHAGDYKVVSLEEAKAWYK
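Giardia FBPA (40 nM reagent) was preincubated 10 min at RT with compound (up to 57.5 uM final), then substrate plus GAPDH/TPI/NAD/arsenate coupling system with diaphorase/resazurin was added; resorufin fluorescence (525/598 nm) was read after 20 min.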
* hit, by the source's call; u = inconclusive; x = no result given; & = joins results of further samples; [ ] = dose if it differs, or a comment. Unless noted, calls follow the shape of the dose curve; as a rule, active = well fitted curve in the direction sought with a large enough effect; inconclusive = small, poorly fitted or top-dose-only effect, or another doubt; inactive = no such curve, though single readings can be large; an effect the other way counts as inactive or inconclusive. Unless noted, % is scaled to controls: 0 for no effect and ±100 for the full control effect.

Second line of a record: HCMV inh	AMA1-RON2 inh	Sm TGR inh	HCV inh	AmpC inh detg	FBPA Giardia inh
Cc1ccc(C)c(S(=O)(=O)N2CCCCC2CCNC(=O)C(=O)NCc2cccnc2)c1 (centres undefined)
  -36	-24%	0%	-25%	0%	x
N#Cc1ccccc1OCC(=O)NCC1(N2CCCCC2)CCCCC1
  18	2%	6%	-4%	4%	2%
CN1CCN(c2ccccc2NC(=O)c2ccc(F)cc2)CC1
  8	-21%	13%	-7%	4%	3%
O=C(Cn1cnc([N+](=O)[O-])n1)c1ccc(O)c(O)c1
  -2	19%	-18%	17%	-6%	u
CCOC(=O)c1sc2nc(N3CCOCC3)c3c(c2c1N)CCN(C)C3
  x	x	-7%	-18%	4%	-15%
COc1nc(-c2ccccc2Cl)ccc1C#N
  -15	75%[activator]	6%	11%	-4%	-1%
CCN(CC)C(=O)[C@H]1CC(CC(=O)NCCCN(C)C)C(=O)N2CCc3c([nH]c4ccc(OC)cc34)[C@]12C (some centres undefined)
  -3	1%	x	32%[activator]	x	x
CC(C)(C)c1ccc(S(=O)(=O)c2cnc(SCC(=O)Nc3ccc4c(c3)OCCO4)[nH]c2=O)cc1
  25	x	-5%	x	1%	x
Cc1ccc(C(=O)OCC(=O)NC2CCCCC2)cc1S(=O)(=O)N1CCCCC1
  u	-1%	-2%	-5%	-9%	x
CCCCn1c(=O)c(C(=O)Nc2ccccc2Cl)c(O)c2ccccc21
  11	-7%	2%	-7%	-11%	7%
CCOc1cc(S(=O)(=O)NCc2cccs2)ccc1Cl
  -25	3%	4%	-3%	u	1%
O=C(NCc1ccco1)C(Cc1ccccc1)N1C(=O)c2ccccc2C1=O (centres undefined)
  -15	9%	u	3%	10%	1%
O=C(COc1ccccc1)Nc1ccccc1C(=O)OCc1cc(=O)n2nc(C3CC3)sc2n1
  19	x	4%	x	-4%	x
COc1ccc(Cl)cc1NC(=O)COC(=O)Cc1cc(OC)c(OC)c(OC)c1
  10	16%	x	u	x	x
Cc1coc2cc3oc(=O)c(CCC(=O)NCCCN4CCOCC4)c(C)c3cc12
  20	-2%	-19%	-38%	-9%	4%
Cc1c(NC(=O)Nc2ccc(Cl)c(Cl)c2)c(=O)n(-c2ccccc2)n1C
  -24	-1%	1%	-4%	-15%	4%
COc1ccc(NC(=O)N2CCN(S(=O)(=O)c3ccc4c(ccn4C)c3)CC2)c(OC)c1
  -8	x	-1%	x	-5%	x
Ic1ccc(N2CCN(Cc3c[nH]c4ncccc34)CC2)cc1
  u	-24%	0%	u	u	-3%
COc1ccccc1CNC(=O)COc1ccccc1C
  0	1%	1%	-13%	-14%	0%
CN(C)c1oc(-c2ccccc2Cl)nc1P(=O)(c1ccccc1)c1ccccc1
  32	-8%	6%	u	-2%	1%
O=C1OC(c2ccccc2)C2(CCCC2)C(=O)C12CCCC2 (centres undefined)
  -13	-3%	-21%	16%	-7%	3%
Cc1ccc2[nH]c3c(=O)n(CC(=O)N(C)Cc4ccccc4)ncc3c2c1
  -4	x	3%	x	1%	x
CC(NC(=O)c1ccc([N+](=O)[O-])cc1Cl)C1CC2CCC1C2 (centres undefined)
  96	-3%	-24%	5%	2%	1%
Cc1cc(C)c(Cn2c(=O)n(CCCC(=O)NCc3ccco3)c(=O)c3sccc32)c(C)c1
  1	2%	-9%	-26%	u	1%
CN(C)c1ccc([C@@H]2[C@@H]([N+](=O)[O-])[C@H]3C=Cc4ccccc4N3[C@H]2C(=O)c2ccc(Cl)cc2)cc1
  -67*	u	45µM*	u	-10%	-14%
Clc1cccc(-n2ncc3c(NCCC4=CCCCC4)ncnc32)c1
  20	x	8%	x	-3%	x
NNC(=O)c1ccc2c(c1)S(=O)(=O)NNC2=O
  -10	-7%	3%	21%	-2%	1%
O=C(CSc1ncn[nH]1)Nc1ccc(Cl)c(Cl)c1
  6	18%	u	-29%	u	-2%
COc1cc(-c2cc(N)n(S(=O)(=O)c3ccc(F)cc3)n2)cc(OC)c1OC
  -6	13%	8%	u	u	-14%
COc1cc(NC(=O)c2cnc(N)o2)cc(C(=O)Nc2cccc(C(F)(F)F)c2)c1
  u	-12%&-8%	0%	u	0%	0%
O=C(NC(Cc1c[nH]c2ccccc12)C(=O)NCCCN1CCOCC1)c1cccs1 (centres undefined)
  -25	-17%	-4%	u	2%	0%
O=C(CSc1nc(=O)n(Cc2ccco2)c2c1CCC2)NCc1ccccc1
  -11	x	-9%	x	-2%	x
CC(=O)Nc1ccc(-c2csc(NC(=O)c3ccc(C)o3)n2)cc1
  39	6%	-62%	-17%	0%	-8%
CCN(CC)CCN(C(=O)/C=C/c1cccs1)c1nc2ccc(Cl)cc2s1
  u	0%	-7%	u	-2%	x
On1nnc2c3ccccc3c3ccccc3c21
  31	-5%	-8%	5%	2%	-4%
O=C(Nc1ccc(-c2nc3ccccc3s2)c(OC(=O)c2ccccc2)c1)c1ccccc1
  -21	11%	7%	u	u	3%
CCC(=O)N1CCc2cc(Br)cc(S(=O)(=O)CCC(=O)Nc3ccc(Cl)cc3)c21
  -4	x	-1%	x	1%	x
Cc1cccc(NC(=O)Cc2noc3ccccc23)c1
  104	0%	5%	u	-3%	-2%
O=C(COC(=O)c1ccccc1Oc1ccccc1)NC1CCS(=O)(=O)C1 (centres undefined)
  -11	-2%	2%	6%	2%	1%
Cc1ccccc1C(=O)Nc1sc(C)c(C)c1C(=O)c1ccccc1
  -9	-29%	10%	u	-9%	-5%
NS(=O)(=O)c1ccc(CCNC(=O)CSc2nc3ccsc3c(=O)n2CCCCCC(=O)O)cc1
  -21	11%	-7%	u	-4%	4%
NS(=O)(=O)c1ccc(N/N=C2/CCCc3ccccc32)c([N+](=O)[O-])c1
  7	7%	-2%	0%	9%	-1%
O=C(COC(=O)c1ncc(Cl)c(Cl)c1Cl)NCCc1ccccc1
  -9	0%	-14%	6%	0%	x
Cc1ccnc(NS(=O)(=O)c2ccc(NC(=O)C3CCCCC3)cc2)n1
  -13	-2%	2%	2%	-17%	-6%
COC(=O)Cc1[nH]nc2c1C(C1C=CCCC1)C(C#N)=C(N)O2 (centres undefined)
  -8	-4%	2%	u	u	0%
CCN(C(=O)COC(=O)c1ccccc1OCc1ccc(Cl)cc1)C1CCS(=O)(=O)C1 (centres undefined)
  21	8%	x	5%	x	x
CC1=CC(=Nc2c(C)n(C)n(-c3ccccc3)c2=O)C=C(C)C1=O
  -75*	-25%	50µM*	32%[activator]	-10%	u
COc1ccc(OCC(=O)NNC(=O)c2cccnc2)cc1
  10	11%	0%	24%	-9%	-3%
COc1ccc(NC(=O)COC(=O)CCNC(=O)c2ccco2)cc1Cl
  35	7%	x	-28%	x	x
CN(C)C1=NC[C@H](Cc2ccccc2)N1CCCC1CCCC1
  -8	10%	1%	u	u	x
Cc1ccc(Cn2c(C(C)Nc3nc(-c4ccc(F)cc4)cs3)nc3cc(C(=O)NCCCO)ccc32)cc1 (centres undefined)
  -26	51%[activator]	x	u	x	x
COc1cccc(Cn2c(=O)cc(C)c3c(C)nn(-c4ccc(C)cc4)c32)c1
  29	x	5%	x	20%	x
COc1ccc(N(CC(=O)Nc2ccc3c(c2)OCO3)S(C)(=O)=O)c(OC)c1
  1	35%[activator]	4%	1%	-2%	-2%
CCCCOc1ccc(NC(=O)C2CC=CCC2C(=O)O)cc1 (centres undefined)
  -25	-5%	1%	5%	5%	13%
O=C(CSc1nnc(-c2ccccn2)o1)Nc1ccc(F)cc1
  58	-48%	2%	16%	u	x
CC12COC3(C(=O)Nc4ccc(Cl)cc4)CC1CCC32C (centres undefined)
  -25	1%	4%	14%	u	0%
CC(=O)Nc1ccc(NC(=O)CSc2ncc(C(=O)Nc3ccc(Cl)cc3)c(=O)n2C)cc1
  x	5%	6%	-28%	-15%	x
CN(CC(=O)NCc1ccncc1)S(=O)(=O)c1ccc(Cl)cc1
  -16	-14%	50%[activator]	6%	-4%	7%
COc1ccc(NC(=O)C2CCN(S(=O)(=O)c3c(C)noc3/C=C/N(C)C)CC2)cc1
  27	-14%	-7%	12%	3%	x
O=C1CN(C(=O)CNCc2ccccc2)c2ccccc2N1
  -8	u	u	u	6%	u

Next compounds follow.
Second line of a record: HCMV inh	AMA1-RON2 inh	Sm TGR inh	HCV inh	AmpC inh detg	FBPA Giardia inh
Cc1cccc(C(=O)Nc2sc(C)c(-c3ccccc3)c2C#N)c1
  13	-8%	-2%	u	u	-4%
CCN1CCN(c2cc(C)c3cc(NC(=S)N4CCCC4)ccc3n2)CC1
  -33	26%	5%	-26%	-7%	-3%
Cc1cccc(Cc2c(C)nc3nc(SCc4ccccc4C)nn3c2C)c1
  22	x	-6%	x	-7%	x
O=C(CSc1nc(=O)n(CCCN2CCOCC2)c2c1CCCC2)Nc1cccc(Cl)c1
  7	-1%	-25%	11%	2%	x
Cc1ccc(S(=O)(=O)NC(=O)N2CCCC2)cc1
  -35	-4%	x	33%[activator]	x	x
Cc1cc2c(cc1S(=O)(=O)NCc1ccccc1Cl)OCC(=O)N2
  -1	x	1%	x	17%	x
O=C(CCCn1c(SCc2cccc(F)c2)nc2ccccc2c1=O)NCC1CCCO1 (centres undefined)
  9	6%	5%	-5%	u	0%
Cc1sc(NC(=O)C2CCCCC2C(=O)O)c(C(N)=O)c1-c1ccc(C(C)C)cc1 (centres undefined)
  52	6%	-16%	-11%	u	30%
O=C(CCn1cnnn1)Nc1ccc(Cl)cc1Cl
  15	12%	13%	-5%	u	2%
CC1CCN(CCOc2ccc(Cl)c(Cl)c2)CC1
  -31	6%	-1%	-8%	-3%	-20%
O=C(Nc1ccc(Cl)cc1C(F)(F)F)c1cc(S(=O)(=O)NCc2ccccc2)ccc1F
  u	x	5%	x	2%	x
CC(C(=O)NC1CCCCC1)N1C(=O)C2C3C=CC(C3)C2C1=O (centres undefined)
  -5	-5%	-7%	9%	3%	x
Cc1ccc(S(=O)(=O)c2cc3c(=O)n4ccccc4nc3n(Cc3ccco3)c2=N)cc1
  -32	-4%	0%	u	-13%	-1%

Shown comma-delimited: 4 of the compounds above.
SMILES,HCMV inh,AMA1-RON2 inh,Sm TGR inh,HCV inh,AmpC inh detg,FBPA Giardia inh
Cc1ccc(S(=O)(=O)NC(=O)N2CCCC2)cc1,-35,-4%,x,33%[activator],x,x
Cc1cc2c(cc1S(=O)(=O)NCc1ccccc1Cl)OCC(=O)N2,-1,x,1%,x,17%,x
O=C(CCCn1c(SCc2cccc(F)c2)nc2ccccc2c1=O)NCC1CCCO1 (centres undefined),9,6%,5%,-5%,u,0%
Cc1sc(NC(=O)C2CCCCC2C(=O)O)c(C(N)=O)c1-c1ccc(C(C)C)cc1 (centres undefined),52,6%,-16%,-11%,u,30%
